Growth percent in the NCI-60 one-dose screen (48 h, 10 µM unless noted): 100 = growth as untreated, 0 = no growth, -100 = all killed.
HCT-116 – HCT-116 colon cancer | 82,000 compounds, 7.3% hits | AID 1794798
HCT-15 – HCT-15 colon cancer. AID 1794746. 82,000 compounds, 5.2% hits
NCI-H23 – NCI-H23 lung cancer | 80,000 compounds, 4% hits
NCI-H322M – NCI-H322M lung cancer. AID 1794733. 80,000 compounds, 2.7% hits
NCI/ADR-RES – NCI/ADR-RES ovarian cells. AID 1794790. 81,000 compounds, 4.4% hits
NCI-H226 – NCI-H226 lung cancer. 79,000 compounds, 3.5% hits. AID 1794732
NCI-H460 – NCI-H460 lung cancer; 82,000 compounds, 6.8% hits; AID 1794736
NCI-H522 – NCI-H522 lung cancer | 78,000 compounds, 8% hits | AID 1794739
COLO 205 – COLO 205 colon cancer. AID 1794742. 79,000 compounds, 7.3% hits
An asterisk follows results filed as active; x = not tested or not shown; & = joins results of further samples. The calls were made as follows: active = growth percent below 10; inactive = the rest.

The opening 13 entries, ahead of the listing:
SMILES | HCT-116 | HCT-15 | NCI-H23 | NCI-H322M | NCI/ADR-RES | NCI-H226 | NCI-H460 | NCI-H522 | COLO 205
CO[C@H]1CO[C@H]2[C@@H]1OC[C@H]2O | 100 | 103 | 104 | 99 | 104 | 103 | x | 93 | 118
O=C(COc1cccc2cccnc12)Nc1ccc(C(=O)/C=C/c2ccc(F)cc2)cc1 | 84 | 100 | 104 | 102 | 100 | 98 | 102 | 88 | 105
CC1Cc2cc(Br)ccc2-n2cccc21 (stereo unspecified) | 120 | 102 | 107 | 113 | 104 | x | 111 | 107 | 106
CCn1c(SC/C(=N\O)c2ccccc2)nnc1-c1ccc(OC)c(OC)c1 | 108 | 105 | 102 | 99 | 103 | 98 | 105 | 89 | 93
CN(C)c1ccc(/C=N\Nc2ccc([N+](=O)[O-])cn2)cc1 | 73 | 106 | 99 | 103 | 103 | 89 | 91 | 94 | 111
CCCCn1cnc2c(SCc3ccc([N+](=O)[O-])cc3)nc(N)nc21 | 93 | 88 | 96 | 112 | 89 | 86 | 108 | 74 | 105
CCOC(=O)C(O)c1ccccc1 (stereo unspecified) | 101 | 99 | 107 | 106 | 107 | 89 | 97 | 98 | 107
O=c1c(-c2nc3ccccc3[nH]2)cc2ccccc2n1Cc1cn(Cc2ccc(N3CCOCC3)cc2)nn1 | 84 | 79 | 76 | 69 | 69 | x | 55 | 28 | 84
Cc1nc2ncccc2nc1Nc1ccc(S(=O)(=O)Nc2ncccn2)cc1 | 91 | x | 93 | 116 | 98 | 99 | 106 | 104 | 111
O=P(CCc1ccccc1)(c1ccccc1)c1ccccc1 | 106 | 91 | 105 | 117 | 102 | 108 | 120 | 105 | 114
COc1ccc(Cn2cc(Cn3cc(C=C4C(=O)NC(=S)NC4=O)c4ccccc43)nn2)cc1 | 86 | 73 | 76 | 92 | 94 | x | 75 | 83 | 106
Brc1cc(-c2cc(-c3ccc4c(c3)OCCO4)[nH]n2)cs1 | 41 | 24 | 52 | 71 | 17 | 74 | 24 | 30 | 58
Nc1nc(-c2ccccc2)c(N=Nc2ccccc2)s1 | 59 | 29 | x | 62 | 64 | 57 | 69 | 54 | 80

The list itself, from the start:
SMILES | HCT-116 | HCT-15 | NCI-H23 | NCI-H322M | NCI/ADR-RES | NCI-H226 | NCI-H460 | NCI-H522 | COLO 205
CO[C@H]1CO[C@H]2[C@@H]1OC[C@H]2O | 100 | 103 | 104 | 99 | 104 | 103 | x | 93 | 118
O=C(COc1cccc2cccnc12)Nc1ccc(C(=O)/C=C/c2ccc(F)cc2)cc1 | 84 | 100 | 104 | 102 | 100 | 98 | 102 | 88 | 105
CC1Cc2cc(Br)ccc2-n2cccc21 (stereo unspecified) | 120 | 102 | 107 | 113 | 104 | x | 111 | 107 | 106
CCn1c(SC/C(=N\O)c2ccccc2)nnc1-c1ccc(OC)c(OC)c1 | 108 | 105 | 102 | 99 | 103 | 98 | 105 | 89 | 93
CN(C)c1ccc(/C=N\Nc2ccc([N+](=O)[O-])cn2)cc1 | 73 | 106 | 99 | 103 | 103 | 89 | 91 | 94 | 111
CCCCn1cnc2c(SCc3ccc([N+](=O)[O-])cc3)nc(N)nc21 | 93 | 88 | 96 | 112 | 89 | 86 | 108 | 74 | 105
CCOC(=O)C(O)c1ccccc1 (stereo unspecified) | 101 | 99 | 107 | 106 | 107 | 89 | 97 | 98 | 107
O=c1c(-c2nc3ccccc3[nH]2)cc2ccccc2n1Cc1cn(Cc2ccc(N3CCOCC3)cc2)nn1 | 84 | 79 | 76 | 69 | 69 | x | 55 | 28 | 84
Cc1nc2ncccc2nc1Nc1ccc(S(=O)(=O)Nc2ncccn2)cc1 | 91 | x | 93 | 116 | 98 | 99 | 106 | 104 | 111
O=P(CCc1ccccc1)(c1ccccc1)c1ccccc1 | 106 | 91 | 105 | 117 | 102 | 108 | 120 | 105 | 114
COc1ccc(Cn2cc(Cn3cc(C=C4C(=O)NC(=S)NC4=O)c4ccccc43)nn2)cc1 | 86 | 73 | 76 | 92 | 94 | x | 75 | 83 | 106
Brc1cc(-c2cc(-c3ccc4c(c3)OCCO4)[nH]n2)cs1 | 41 | 24 | 52 | 71 | 17 | 74 | 24 | 30 | 58
Nc1nc(-c2ccccc2)c(N=Nc2ccccc2)s1 | 59 | 29 | x | 62 | 64 | 57 | 69 | 54 | 80
COc1ccc(S(=O)(=O)Nc2ccc(-c3ccc4c(c3)NC(=O)/C4=C\c3ccc[nH]3)cc2)cc1OC | 19 | 41 | -25* | 32 | 22 | -38* | -52* | 3.0* | 40
Cc1cc2n(n1)C(C(C)C)C(C(=O)c1cc(Cl)cc(Cl)c1O)=CN2 (stereo unspecified) | 56 | 75 | 47 | 103 | 79 | 82 | 92 | 55 | 92
Cn1c(=O)[nH]c2nc(SC/C(=N/O)c3ccccc3)[nH]c2c1=O | 109 | 97 | 97 | 103 | 103 | x | 108 | 98 | 121
CC1(C)OC(=O)c2c(nc3c(-c4nc5ccccc5s4)c(Nc4ccccc4)sc3c2N)O1 | 103 | 103 | 91 | 105 | 101 | 86 | 100 | 84 | 98
CCC1=C(C)C(=O)C2CCCCC2C1=O (stereo unspecified) | 92 | 102 | 99 | 102 | 110 | 103 | 107 | 80 | 107
O=C1NC(=O)C([N+](=O)[O-])=C(O)C1=O | 97 | 98 | 99 | 100 | 104 | 99 | 106 | 98 | 107
COc1ccc(-c2nnc3c(/C=C/c4ccccc4O)nc4ccccc4n23)cc1 | 61 | 59 | x | 80 | 80 | 82 | 53 | 62 | 94
COCCNC(=O)Cc1c(-c2ccc(OC)cc2)oc2c(OC)c3c(c(OC)c12)OCO3 | 99 | 96 | 101 | 101 | 106 | 102 | 101 | 98 | 114
O=C(c1ccccc1)N1N=C(c2ccccc2)CC1c1nnc2n(Cc3ccccc3)c(=O)c3c4c(sc3n12)CCCC4 (stereo unspecified) | 95 | 102 | 116 | 89 | 118 | 110 | 107 | 92 | 117
COc1ccc(NC(=O)c2ccc(Nc3ncnc4c3cnn4-c3cccc(F)c3)cc2)cc1 | 103 | 102 | 103 | 103 | 103 | 103 | 102 | 97 | 109
O=C(Cn1c2ccccc2c2ccccc21)Nc1ccc(-c2nc3ccccc3s2)cc1 | 107 | 100 | 93 | 105 | 102 | 99 | 102 | 97 | 109
COc1ccc(/C=C/c2c(C(C)=O)c(C)nc3ccccc23)cc1 | 71 | 96 | 61 | 99 | 87 | 93 | 100 | 61 | 106
CCNC(=O)N1CCc2cc(OC)c(OCCc3ccc(OC)nc3)cc2C1c1ccc(C)cc1C (stereo unspecified) | 8.5* | 6.9* | 13 | 38 | 7.3* | 33 | 1.7* | -34* | 7.7*
CCOC(=O)/C(=C/c1ccncc1)C(=O)c1ccccc1 | 99 | 101 | 93 | 94 | 92 | 102 | 113 | 77 | x
CC1CC=CCC1(CO)CO (stereo unspecified) | 102 | 102 | 103 | 106 | 107 | 99 | 117 | 92 | 111
O=C1N(O)C2(C=CCCC2)/C(=N/O)C12CCCCC2 (stereo unspecified) | 96 | 103 | 94 | 85 | 98 | 99 | 102 | 105 | 104
COc1ccc(/C=N/NC2=NC3C(N2)N(C)C(=O)N3C)cc1 (stereo unspecified) | 99 | 102 | 103 | 97 | 102 | 98 | 102 | 97 | 106
COC(=O)[C@]12CC[C@@H](C)[C@H](C)[C@@H]1C1=CC[C@@H]3[C@@]4(C)C[C@@H](OC(C)=O)[C@H](O)[C@@](C)(CO)[C@@H]4[C@H](O)C[C@@]3(C)[C@]1(C)CC2 | -65* | -94* | -82* | -93* | -68* | -49* | -73* | -90* | -88*
N#CC1(Nc2ccc3ccccc3c2)CCCC1 | 99&96 | 72&76 | 100&89 | 101&109 | 103&99 | 98&89 | 100&104 | 98&73 | 97&106
[N-]=[N+]=C1C(=O)NC(=O)N2C3CC(O)C(COC12)O3 (stereo unspecified) | 119 | 103 | 101 | 105 | 98 | 109 | 110 | 111 | 112
COc1ccc(-c2csc(NC(=O)N3CCN(c4cc5c(cc4F)c(=O)c(C(=O)O)cn5C4CC4)CC3)n2)cc1 | 5.4* | 15 | -2.9* | 7.1* | 57 | 19 | 4.1* | -14* | 9.5*
COc1ccc2nc3cc(Cl)ccc3c(N)c2c1 | -99* | -65* | -94* | x | -97* | 37 | -75* | -76* | -88*
Nc1ccccc1-c1ccc(-c2ccc(Br)cc2)c2c1[nH]c1ccccc12 | 77 | 93 | 94 | 78 | 98 | 72 | 103 | 69 | 82
CCCCCCCSC(=S)NC1c2ccccc2Oc2ccccc21 | 98 | 95 | 97 | 95 | 88 | 96 | 104 | 36 | 98
O=C(Nc1ccc(Br)cc1)Nc1ccc(-c2ccc3c(c2)NC(=O)/C3=C\c2ccc[nH]2)cc1 | 35 | 43 | 31 | 46 | 26 | 66 | 8.8* | 24 | 57
O=C1NC(=O)c2cccc3cccc1c23 | 102 | 94 | 98 | 112 | 106 | 101 | 110 | 93 | 114
CCOC(=O)C1C(=O)C(=O)N(Cc2ccccc2)C1C(=O)OCC (stereo unspecified) | 103 | 98 | 100 | 114 | 105 | 94 | 106 | 89 | 116
CC1SC(c2ccc(F)cc2)N(NC(=O)CCC(=O)c2nc3ncccc3[nH]2)C1=O (stereo unspecified) | 94 | 99 | 93 | 100 | 97 | 92 | 100 | 92 | 110
CC(C)CC(NC(=O)OCC1c2ccccc2-c2ccccc21)C(=O)O (stereo unspecified) | 103 | 105 | 101 | 101 | 107 | 102 | 115 | 97 | 111
COc1cc(NC(=O)c2cc3ccccc3nc2Nc2ccc(F)cc2)cc(OC)c1OC | 36 | 32 | 40 | 66 | 40 | 43 | 40 | 50 | 38
CN(C)CC(OC(=O)C(c1ccccc1)c1ccccc1)c1ccccc1 (stereo unspecified) | 93 | 108 | 104 | 105 | 103 | 98 | 105 | 83 | 105
N#CCNC(=O)c1ccc(-c2nc3ccc4[nH]ncc4c3c3c2CCCC3)cc1 | 63 | 74 | 91 | 85 | 91 | 81 | 73 | 57 | 92
[O-][n+]1cccc(O)c1 | 109 | 105 | 107 | 102 | 107 | 96 | 114 | 93 | 105
COc1ccc(NC(=O)/C=C(C)/C=C/C=C(C)/C=C/C2=C(C)CCCC2(C)C)cc1 | x | 73 | 93 | 91 | 80 | 78 | 31 | 52 | 33
COc1cccc(\C=N/N=C(N)/C(N)=N\N=C/c2cccc(OC)c2O)c1O | 96 | 118 | 96 | 93 | 100 | 122 | 105 | 84 | 117
CCC(C)NC(=O)c1cccc(C)c1 (stereo unspecified) | 110 | 113 | 106 | 109 | 112 | 111 | 104 | 109 | 105
c1ccc(CNc2ncnc3ccc(-c4cnc5[nH]ncc5c4)cc23)cc1 | 80 | 77 | x | 59 | 82 | 56 | 66 | 61 | 94

Carrying on:
SMILES | HCT-116 | HCT-15 | NCI-H23 | NCI-H322M | NCI/ADR-RES | NCI-H226 | NCI-H460 | NCI-H522 | COLO 205
CO/N=C(/C(=O)NC1C(=O)N2C(C(=O)OC(C)OC(C)=O)=C(COC(N)=O)CSC12)c1ccco1 (stereo unspecified) | 101 | 96 | 102 | 107 | 106 | 116 | 110 | 97 | 103
COc1cccc(/C=C/C(C)=O)c1OC | 90 | 114 | 105 | 104 | 105 | 100 | 100 | 85 | 111
Cc1ccc(NC(c2cccc(Oc3ccccc3)c2)c2nnnn2C(C)(C)C)cc1 (stereo unspecified) | 81 | 94 | 92 | 92 | 92 | 86 | 105 | 70 | 103
COC1=CC(=O)C(OC)=C(O)C1=O | 99 | 98 | 99 | 94 | 101 | 102 | 106 | 97 | 103
COc1ccc(C2=NOC(C(=O)N3CCC(O)CC3)C2)cc1OC1CCCC1 (stereo unspecified) | 95 | 93 | 95 | 110 | 98 | x | 102 | 98 | x
O=C(Nc1nc2c(Cl)cccc2s1)C(Cl)(Cl)Cl | 98 | 101 | x | 98 | 101 | 93 | 106 | 104 | 115
COc1ccccc1C(=O)O/N=C(\N)Cc1cccc2ccccc12 | 81 | 76 | 81 | 98 | 70 | x | 71 | 85 | 68
